All columns: NCI-60 one-dose screen, growth in % after 48 h at 10 µM unless noted; 100 = growth as untreated, 0 = no growth, -100 = all killed.
UACC-62 = UACC-62 melanoma; 81,000 compounds, 5.4% hits; active = growth percent below 10
An asterisk follows results filed as active; & = joins results of further samples; ! = not confirmed by another sample; [ ] = another dose, or the depositor's remark.

The opening 4 entries, ahead of the listing:
For COc1cc(-c2nc(SC)nc3c2CCc2ccccc2-3)cc(OC)c1OC the results were UACC-62 23.7&42.6[100 µM].
COC(=O)/C(=N\N)C(C(=O)C(=O)Nc1cc(Cl)ccc1Cl)c1nc2ccc([N+](=O)[O-])cc2[nH]c1=O (stereo unspecified) was read as UACC-62 13.0&52.8[100 µM].
Screening CC1OC(OC2C(OC3CCC4(C)C(CCC5(C)C4CC=C4C6CC(C)(C)CCC6(C(=O)O)CCC45C)C3(C)CO)OCC(O)C2O)C(O)C(O)C1O (stereo unspecified) returned UACC-62 -96.7*[100 µM].
COc1cc2c(c3c1c(=O)c1ccccc1n3C)C=C([N+](=O)[O-])C(C)(C)O2 was read as UACC-62 -100.0*[100 µM].

Main list (from the top)
For COc1cc(-c2nc(SC)nc3c2CCc2ccccc2-3)cc(OC)c1OC the results were UACC-62 23.7&42.6[100 µM].
COC(=O)/C(=N\N)C(C(=O)C(=O)Nc1cc(Cl)ccc1Cl)c1nc2ccc([N+](=O)[O-])cc2[nH]c1=O (stereo unspecified) was read as UACC-62 13.0&52.8[100 µM].
Screening CC1OC(OC2C(OC3CCC4(C)C(CCC5(C)C4CC=C4C6CC(C)(C)CCC6(C(=O)O)CCC45C)C3(C)CO)OCC(O)C2O)C(O)C(O)C1O (stereo unspecified) returned UACC-62 -96.7*[100 µM].
COc1cc2c(c3c1c(=O)c1ccccc1n3C)C=C([N+](=O)[O-])C(C)(C)O2 was read as UACC-62 -100.0*[100 µM].
Screening C/C=C(/COC(C)=O)C(=O)OC1C=C(C=O)C(C)(C)C=C1C (stereo unspecified) returned UACC-62 40.5&57.9[100 µM].
For CC1(C)CC[C@]2(C(=O)O)CC[C@]3(C)C(=CC[C@@H]4[C@@]5(C)C[C@H](O)[C@H](O)[C@@](C)(C(=O)O)[C@@H]5CC[C@]43C)[C@@H]2C1 the results were UACC-62 90.3&100.2[100 µM].
Screening N#Cc1c2c([nH]c(=O)c1C#N)CCCC2 returned UACC-62 80.6[100 µM].
COc1cc2c[n+](C)c3c(c2cc1OC)Cc1cc2c(cc1-3)OCO2 was read as UACC-62 14.5&69.7[100 µM].
`N#Cc1n[nH]n(-c2ccccc2)c1=O` gave UACC-62 100.2&91.7[100 µM].
`COC(=O)/C(=N\NC(=S)NN)C(C(=O)OC)C(=O)C(=O)Nc1cccc(C(F)(F)F)c1` (stereo unspecified) gave UACC-62 59.6&98.2[100 µM].
`C[C@@H]1C[C@@H]2OC(=O)[C@]3(C)[C@H]2[C@@H](OC3(C)O)[C@]2(C)C(=O)C=C[C@@H]12` (stereo partly specified) gave UACC-62 -97.9*[100 µM].
For Cc1c2c(c(O)c3c(O)cccc13)C(=O)C1(O)C(O)=C(C(=O)NCNc3ccc(C(N)=O)cn3)C(=O)C(N(C)C)C1C2 (stereo unspecified) the results were UACC-62 -74.8*[100 µM].
N#Cc1nc(CCC(C(=O)O)N2C(=O)c3ccccc3C2=O)oc1N (stereo unspecified) was read as UACC-62 98.3&87.1[100 µM].
CC1=CC[C@@H]2[C@@H](CC[C@@]2(C)O)C(C)(C)[C@H]1CC[C@@H]1[C@@]2(C)CC[C@@H](O)C(C)(C)O[C@@H]2CC[C@]1(C)O was read as UACC-62 -96.9*[100 µM].
Screening NC(=O)CC1OC(=O)Cc2cc3c(c(O)c21)C(=O)c1c(O)cccc1C3=O (stereo unspecified) returned UACC-62 67.9[100 µM].
Screening On1c(-c2ccccc2)nc2ccccc2c1=S returned UACC-62 -97.5*[100 µM].
For CC1(C)CCCC2(C)C3=C(CCC12)C(=O)OC3 (stereo unspecified) the results were UACC-62 42.7&47.9[100 µM].
Screening O=C(O)Cn1cnc2c(=O)[nH]c(Nc3ccccc3)nc21 returned UACC-62 90.3&100.1[100 µM].
Screening Cc1ccc(NC2=N/C(=C/c3ccco3)C(Cl)=N2)cc1 returned UACC-62 23.3&40.5[100 µM].
O=c1c2ccccc2nc(-c2ccccc2)n1/N=C/c1ccccc1[N+](=O)[O-] was read as UACC-62 24.5&54.7[100 µM].
For C#CCn1c2c(c3ccccc3c1=O)C(=O)c1ccccc1-2 the results were UACC-62 -100.0*![100 µM].
`Cc1ccc(/C=N/Nc2ccc3ccccc3n2)s1` gave UACC-62 -100.0*![100 µM].
`O=C(Nc1ccc(Cl)c(C(F)(F)F)c1)C(=O)c1c(O)c2ccccc2oc1=O` gave UACC-62 72.8&88.2[100 µM].
For N#CC1(C#N)C2CCCCC23OC(=N)C1(C#N)C(c1ccccc1)O3 (stereo unspecified) the results were UACC-62 -40.1*[100 µM].
`CC(=N\N=C\c1ccccn1)/C(C)=N/N=C(C)/C(C)=N/N=C/c1ccccn1` gave UACC-62 80.9&96.2[100 µM].
`COC(=O)C(/C(=N/N)C(=O)Nc1cccc(O)c1)c1nc2ccccc2[nH]c1=O` (stereo unspecified) gave UACC-62 92.4&85.2[100 µM].
`O=C(NC1=NC2C=CC([N+](=O)[O-])=CC2S1)C(=O)Nn1c(=S)[nH]c2ccccc2c1=O` (stereo unspecified) gave UACC-62 -8.3*![100 µM].
For COCCOCc1nc(C#N)c(N)o1 the results were UACC-62 103.7&83.8[100 µM].
COc1ccc2c(c1)C(OC)C1c3c(cc4c(c3-2)OCO4)CCN1C (stereo unspecified) was read as UACC-62 -89.5*[100 µM].
`Nc1c(N2CCOCC2)c(=O)nc2[nH]/c(=C\c3ccccc3O)c(=O)n12` gave UACC-62 19.9&30.5[100 µM].

In the list so far, these have a Cl atom:
COC(=O)/C(=N\N)C(C(=O)C(=O)Nc1cc(Cl)ccc1Cl)c1nc2ccc([N+](=O)[O-])cc2[nH]c1=O (stereo unspecified) was read as UACC-62 13.0&52.8[100 µM].
Screening Cc1ccc(NC2=N/C(=C/c3ccco3)C(Cl)=N2)cc1 returned UACC-62 23.3&40.5[100 µM].
`O=C(Nc1ccc(Cl)c(C(F)(F)F)c1)C(=O)c1c(O)c2ccccc2oc1=O` gave UACC-62 72.8&88.2[100 µM].

(cont.)
For COC(=O)C(=O)C(C(=O)C(=O)Nc1ccc(C)c(C)c1)c1nc2ccc([N+](=O)[O-])cc2[nH]c1=O (stereo unspecified) the results were UACC-62 44.0&70.2[100 µM].
Screening Cc1ccnc2[nH]c(-c3ccc(F)cc3)cc(=O)c12 returned UACC-62 -36.2*[100 µM].
`COc1cc([C@H]2OC[C@H]3[C@@H]2CO[C@@H]3c2cc(OC)c3c(c2)OCO3)cc(OC)c1OC` gave UACC-62 24.0&43.3[100 µM].
For COC(=O)C(=O)C(C(=O)C(=O)Nc1ccccc1C(=O)OC)c1nc2ccc(C(=O)c3ccccc3)cc2[nH]c1=O (stereo unspecified) the results were UACC-62 12.8&54.3[100 µM].
Screening CC1=CC(=O)c2ccc(C)cc2C1=O returned UACC-62 -100.0*[100 µM].
For O=C(O)COc1cc(-c2ccccc2F)nc2cc3c(cc12)OCO3 the results were UACC-62 64.8&83.2[100 µM].
`O=C(NNC(=O)c1ccncc1)C(=O)Nc1cc(Cl)c(Cl)cc1Cl` gave UACC-62 51.2&71.2[100 µM].
Clc1c(Cl)c(Cl)c2c(nnn2C2CCCO2)c1Cl (stereo unspecified) was read as UACC-62 -99.6*[100 µM].
COc1ccccc1NC(=O)C(=O)C(C#N)CC(C)(C)C=O (stereo unspecified) was read as UACC-62 80.4&115.0[100 µM].
NNc1[nH]c(=S)[nH]c1C(N)=O was read as UACC-62 90.9&98.3[100 µM].
COc1cccc(OC)c1NC(=O)C(=O)Nn1c(NNC(=O)c2ccncc2)nc2ccccc2c1=O was read as UACC-62 73.7&85.1[100 µM].
Screening N#Cc1sc2nc(/C=C3/C=CC=CC3=O)c(O)n2c1N returned UACC-62 7.2*![100 µM].
CCOc1cc2c(cc1O)/C(=N\OC)C[C@@H]1[C@@H]2CC[C@]2(C)[C@@H](O)CC[C@@H]12 was read as UACC-62 -75.8*[100 µM].
`Cc1ccc(-c2n[nH]c(=O)n2N2C(=O)C=CC2=O)cc1` gave UACC-62 96.8&86.5[100 µM].
CC1OC(Oc2c(-c3cc(O)c(O)c(O)c3)oc3cc(O)cc(O)c3c2=O)C(O)C(O)C1O (stereo unspecified) was read as UACC-62 -60.3*![100 µM].

High-throughput results: PubChem BioAssay, NCI

Only part of the results is shown (hit frequency here may not be typical).
